NCI-60 one-dose screen, 48 h, at 10 µM unless noted. Numbers give growth in % (100 = growth as untreated, 0 = no growth, -100 = all killed).
OVCAR-4 = OVCAR-4 ovarian cancer cells | actives 3.7% (n = 80,000)
SK-OV-3 = SK-OV-3 ovarian cancer cells; actives 3.2% (n = 80,000)
SF-295 = SF-295 CNS cancer cells; actives 5.6% (n = 79,000); AID 1794758
OVCAR-5 = OVCAR-5 ovarian cancer | AID 1794783 | actives 2.9% (n = 82,000)
U251 = U251 CNS tumor cells; actives 5.4% (n = 80,000)
DU-145 = DU-145 prostate cancer; actives 4.2% (n = 81,000); AID 1794760
OVCAR-3 = OVCAR-3 ovarian cancer. actives 7% (n = 79,000)
OVCAR-8 = OVCAR-8 ovarian cancer | actives 4.4% (n = 81,000) | AID 1794782
PC-3 = PC-3 prostate cancer cells; actives 3.9% (n = 80,000); AID 1794754
An asterisk follows results filed as active; / = no result given; & = joins results of further samples; ! = a repeat was not active. The calls were made as follows: active = growth percent below 10; inactive = the rest.

SMILES	OVCAR-4	SK-OV-3	SF-295	OVCAR-5	U251	DU-145	OVCAR-3	OVCAR-8	PC-3
CC12CC3(C)SC(C)(CC(C)(S1)S2)S3	113	108	/	112	96	108	105	105	99
CC/C=C\C=C/C(=O)N/C=C/CC1Cc2cccc(O)c2C(=O)O1 (stereo not given)	80	64	262	91	58	76	86	91	/
CC(Sc1nc2ccccc2c(=O)n1CCc1ccc(S(N)(=O)=O)cc1)C(=O)c1ccccc1 (stereo not given)	87	104	93	104	92	90	82	62	82
O=C(NNC(=O)c1ccc(NC(=O)c2ccccn2)cc1)NC1CCCCC1	101	105	100	102	87	116	111	98	98
COc1cc(C2CC(c3cc(OC)c(OC)c(OC)c3)=NN2C(C)=O)ccc1Oc1nc2c(c(=O)n(C)c(=O)n2C)n1C (stereo not given)	112	113	94	100	105	89	105	94	96
Clc1ccccc1OCCSc1n[nH]c2nc3ccccc3n12	106	98	106	84	101	101	92	99	83
NS(=O)(=O)c1cccc(Nc2nc(SCc3ccc([N+](=O)[O-])cc3)nc3ccccc23)c1	36	104	46	87	57	64	70	54	42
CCn1cc(C2=C(c3cn(C)c4ncccc34)C(=O)NC2=O)c2cccnc21	69	42	61	102	77	80	65	83	66
C/C=C(C)/C=N\O	110	110	118	96	94	87	96	107	102
Brc1ccc2[nH]cc(-c3nn4cc(-c5nccs5)nc4s3)c2c1	-4.0*	62	37	67	61	21	/	10	9.6*
CC(=O)Nc1ccc(O)c2ccccc12	121	100	103	105	106	102	98	108	97
c1ccc2nc(N3CCCCC3)c(N3CCCCCC3)nc2c1	107	117	103	105	102	110	115	99	100
CS(=O)(=NC#N)c1ccc(-c2cnc(N)c(C(=O)Nc3ccccc3)n2)cc1 (stereo not given)	97	57	99	163	68	76	89	97	90
Nc1cn[nH]c(=O)c1Cl	117	107	106	109	104	109	109	102	102
CCCCCCCCCCCCCCCC[N+](C)(C)CCN(Cc1ccc(OC)cc1)c1ncccn1	-8.1*!	67&15	-91*	-37*!	-83*!	-100*!	-100*!	-73*!	-78*!
N#Cc1c(-c2ccc(Br)cc2)nc(SCC(=O)c2ccccc2)[nH]c1=O	99	96	104	101	102	105	103	91	88
CC(C)CCN(CCC(C)C)CC(O)c1ccc2ccc3ccccc3c2c1 (stereo not given)	66	78	64	73	87	90	88	90	60
COc1ccc(/C=C2\CCCC3=C2NC(N)=NC3c2ccc(OC)c(OC)c2)cc1OC (stereo not given)	53	44	71	74	38	77	11	11	62
O=C(CSc1nc2ccccc2c(=O)n1-c1ccccc1)Nc1ccc(S(=O)(=O)Nc2ccc(Cl)nn2)cc1	102	102	100	97	92	103	102	95	102
Cc1cccc(C)c1NC(=O)c1ccccc1	108	108	105	98	102	104	101	103	94
COc1cc2c(cc1OC)/C(=C\c1sc(Nc3ccc(O)cc3)nc1O)C(C(=O)O)=N2	54	47	12	35	19	6.4*	3.6*	23	19
O=C(O)c1nnc(C(=O)O)nn1	112	99	95	109	101	110	117	105	107
NC(=S)N1N=C(c2cc3ccccc3o2)CC1c1c[nH]c2ccccc12 (stereo not given)	88	94	90	97	91	103	83	102	77
COC(=O)CC[C@@H]1C(C)=CC(=O)[C@@]2(F)[C@H]1CCC1=CC(=O)C=C[C@@]12C	103	107	108	105	101	121	119	101	92
Cc1ccc(/C=C/C(=N/N=C(N)N)c2ccccc2)cc1	/	9.8*	/	54	13	2.5*	-29*	25	19
Cc1cc(C)c(-c2c(O)c(Br)c(-c3c(C)cc(C)c(Br)c3C)c(O)c2Br)c(C)c1Br	24	47	-10*	65	20	33	-24*	2.9*	28
O=C1c2ccccc2C(=O)N1c1ccccc1	105	99	95	107	93	109	108	99	101
CCc1ccc2c(c1)N(CCO)C1=C(C(=O)OC1)C2c1ccc(Cl)c(Cl)c1 (stereo not given)	94	98	87	91	88	108	95	93	69
CN(C)[C@@H]1C(=O)C(C(N)=O)=C(O)[C@@]2(O)C(=O)C3=C(O)c4c(O)ccc(Cl)c4[C@@H](O)[C@H]3C[C@@H]12	82	88	62	90	76	71	88	71	72
N#CC1=C(Nc2ccccc2)SC(c2cccs2)NC1=O (stereo not given)	105	95	104	103	101	112	115	106	93
O=C1c2ccccc2C(c2ccccc2)C1c1ccccc1 (stereo not given)	86	94	95	101	101	104	105	103	81
CCSC1=NC2C(N(CC)C(=O)N2CC)N1/N=C/C=C/c1ccccc1[N+](=O)[O-] (stereo not given)	43	28	8.9*	23	13	5.8*	-2.7*	8.6*	23
O=C(O)C1C2C=CC(O2)C1C(=O)Nc1ccccn1 (stereo not given)	108	106	112	99	100	108	108	109	97
CC(=O)Nc1ccc2nc(NC(=O)c3ccc(OC(C)=O)cc3)sc2c1	112	93	105	97	86	99	91	86	112
CC(C)COc1nc2c(c(=O)n(C)c(=O)n2C)n1C	98	91	112	112	101	111	106	-6.7*	102
CC(=O)CCC1CC(=O)OC1(C)C (stereo not given)	118&103	108&100	103&104	104&98	104&104	109&110	103&101	105&102	106&83

Reformatted field by field: part of the list above.
Cc1ccc(/C=C/C(=N/N=C(N)N)c2ccccc2)cc1
  OVCAR-4 = / | SK-OV-3 = 9.8* | SF-295 = / | OVCAR-5 = 54 | U251 = 13 | DU-145 = 2.5* | OVCAR-3 = -29* | OVCAR-8 = 25 | PC-3 = 19

Cc1cc(C)c(-c2c(O)c(Br)c(-c3c(C)cc(C)c(Br)c3C)c(O)c2Br)c(C)c1Br
  OVCAR-4 = 24 | SK-OV-3 = 47 | SF-295 = -10* | OVCAR-5 = 65 | U251 = 20 | DU-145 = 33 | OVCAR-3 = -24* | OVCAR-8 = 2.9* | PC-3 = 28

Going on with the list.
SMILES	OVCAR-4	SK-OV-3	SF-295	OVCAR-5	U251	DU-145	OVCAR-3	OVCAR-8	PC-3
O=C(CCc1nnc(Cc2ccccc2Cl)o1)c1nc2ccccc2[nH]1	99	97	94	94	94	113	115	96	87
O=S(=O)(N=C1C(Cl)=C(Cl)C(=NS(=O)(=O)c2ccccc2)C(Cl)=C1Cl)c1ccccc1	92	102	64	74	60	20	130	69	121
COc1cc([N+](=O)[O-])c(OC)cc1I	105	89	95	105	98	104	104	108	95
Cc1cccc(NC(=S)Nc2nnc3c4c5c(sc4ncn23)CCCC5)c1	112	96	98	104	93	100	98	95	88
COc1cc2c(cc1OCCCCN1CCN(C(=S)SCCC(C#N)(c3ccccc3)c3ccccc3)CC1)N=C[C@@H]1CCCN1C2=O	-12*	-7.4*	-8.6*	-17*	-82*	-97*	-86*	16	-16*
CC1=C(SCCC(=O)OC(C[Se]C2=C(C)C(=O)c3ccccc3C2=O)C(=O)NCCCCCC(=O)OCc2ccccc2)C(=O)c2ccccc2C1=O (stereo not given)	53	33	-8.0*	45	23	39	21	39	11
Brc1cn2ccnc2c(-c2cccs2)n1	101	96	108	97	97	104	111	99	105
C[C@]12CC[C@H]3[C@@H](CC=C4C[C@@H](O)CC[C@@]43C)[C@@H]1CC[C@@H]2C(=O)C/C=N/O	84	97	97	106	84	100	90	92	72
CCc1nnc2n1N=C(c1ccc(Br)cc1)CS2	104	109	98	97	98	104	/	98	96
CCOC(=O)/C(C#N)=N\Nc1c(C(=O)O)ccc2c1C(=O)c1ccccc1C2=O	112	108	98	102	107	125	110	105	97
Nc1c2c(nc3ccc(Cl)cc13)CC(c1ccc(Cl)cc1)CC2=O (stereo not given)	106	121	94	105	107	98	115	110	100
Cc1ccc2oc(=O)cc(/C=C3/SC(=O)NC3=O)c2c1	98	95	103	92	99	108	109	100	100
Cc1cc(N=C2NC(=O)S/C2=C\c2ccc(F)cc2)n[nH]1	23	44	12	31	5.1*	30	20	12	6.1*
Nc1n[nH]c(CCCO)c1-c1nc2ccccc2c(=O)[nH]1	108	102	95	92	105	118	106	82	94
Cn1c(=O)c2nc(SCCO)n(C)c2n(C)c1=O	118	103	129	109	112	120	110	112	104
COc1ccc(C2C(C#N)=C(N)Oc3c2sc2c(Br)cccc32)cc1 (stereo not given)	64	35	16	50	20	21	11	35	26
C#C[C@]1(O)CCC2C3CCc4cc(OC)ccc4C3CC[C@@]21C (stereo not given in full)	96	115	86	94	91	116	122	94	77
Cc1ccc2c(c1)C(C(C)C)CCC2(C)C (stereo not given)	95	95	97	93	97	110	111	99	85
O=C(N/C(C(=O)N1CCCCC1)=C(\Br)c1ccc(/C(Br)=C(/NC(=O)c2ccccc2)C(=O)N2CCCCC2)cc1)c1ccccc1	105	103	98	105	101	111	113	99	86
c1ccc2c(c1)CCc1ccccc1C2	98	93	105	92	102	116	98	101	86
Cc1ccc(/C=C/c2c(C(=O)c3ccccc3)c(C)nc3ccccc23)cc1	99	105	100	97	93	103	102	99	87
O=C(CSc1nnc(-c2c[nH]c3ccccc23)n1-c1ccccc1)c1ccccc1	-2.5*	86	72	89	11	86	61	15	66
O=C(/C=C/c1ccc(C(F)(F)F)cc1)c1ccc(Nc2nc(NCCO)nc(N3CCOCC3)n2)cc1	23	/	81	69	-51*	13	-32*	28	25
CCOC(=O)C1=C(C)n2nc(CC#N)c(C#N)c2NC1c1ccc(CC)cc1 (stereo not given)	93	98	101	100	101	106	99	104	91
COc1ccc(/C=C/C=C\C(=O)c2ccc(N3CCN(C)CC3)cc2)cc1	/	101	95	89	75	96	101	90	83
CC(=O)c1ccc(Nc2ccnc(SCC(=O)c3ccc(Br)cc3)n2)cc1	93	100	97	105	99	105	108	82	75
COc1ccc(Nc2n[nH]c(N)c2C(=O)Nc2ccc(C)cc2)c(OC)c1	99	84	95	92	98	104	96	90	73
O=COCc1ccccc1	107	123	122	110	107	115	116	97	94
COc1cccc(/C=C/c2c(C(C)=O)c(C)nc3ccccc23)c1	73	88	84	94	89	97	93	92	74
CC(C)N1CC(=O)N2CSCC2C1=O (stereo not given)	123	116	105	/	105	107	104	106	101
c1ccc(CNc2ncnc3scc(-c4cccs4)c23)nc1	41	85	41	99	76	92	53	63	59

Gathered by group, those above containing two or more sulfur atoms (10)
SMILES	OVCAR-4	SK-OV-3	SF-295	OVCAR-5	U251	DU-145	OVCAR-3	OVCAR-8	PC-3
CC12CC3(C)SC(C)(CC(C)(S1)S2)S3	113	108	/	112	96	108	105	105	99
CC(Sc1nc2ccccc2c(=O)n1CCc1ccc(S(N)(=O)=O)cc1)C(=O)c1ccccc1 (stereo not given)	87	104	93	104	92	90	82	62	82
NS(=O)(=O)c1cccc(Nc2nc(SCc3ccc([N+](=O)[O-])cc3)nc3ccccc23)c1	36	104	46	87	57	64	70	54	42
Brc1ccc2[nH]cc(-c3nn4cc(-c5nccs5)nc4s3)c2c1	-4.0*	62	37	67	61	21	/	10	9.6*
O=C(CSc1nc2ccccc2c(=O)n1-c1ccccc1)Nc1ccc(S(=O)(=O)Nc2ccc(Cl)nn2)cc1	102	102	100	97	92	103	102	95	102
N#CC1=C(Nc2ccccc2)SC(c2cccs2)NC1=O (stereo not given)	105	95	104	103	101	112	115	106	93
O=S(=O)(N=C1C(Cl)=C(Cl)C(=NS(=O)(=O)c2ccccc2)C(Cl)=C1Cl)c1ccccc1	92	102	64	74	60	20	130	69	121
Cc1cccc(NC(=S)Nc2nnc3c4c5c(sc4ncn23)CCCC5)c1	112	96	98	104	93	100	98	95	88
COc1cc2c(cc1OCCCCN1CCN(C(=S)SCCC(C#N)(c3ccccc3)c3ccccc3)CC1)N=C[C@@H]1CCCN1C2=O	-12*	-7.4*	-8.6*	-17*	-82*	-97*	-86*	16	-16*
c1ccc(CNc2ncnc3scc(-c4cccs4)c23)nc1	41	85	41	99	76	92	53	63	59

From PubChem BioAssay
